USP10 block: human USP10 deubiquitinase inhibition; Q14694; purified USP10, Ub-rhodamine fluorescence, 60 min; inhibition, % at 20 µM; actives 1.1% (n = 47,000); AID 1645856
Target sequence (Q14694 whole entry, looked up): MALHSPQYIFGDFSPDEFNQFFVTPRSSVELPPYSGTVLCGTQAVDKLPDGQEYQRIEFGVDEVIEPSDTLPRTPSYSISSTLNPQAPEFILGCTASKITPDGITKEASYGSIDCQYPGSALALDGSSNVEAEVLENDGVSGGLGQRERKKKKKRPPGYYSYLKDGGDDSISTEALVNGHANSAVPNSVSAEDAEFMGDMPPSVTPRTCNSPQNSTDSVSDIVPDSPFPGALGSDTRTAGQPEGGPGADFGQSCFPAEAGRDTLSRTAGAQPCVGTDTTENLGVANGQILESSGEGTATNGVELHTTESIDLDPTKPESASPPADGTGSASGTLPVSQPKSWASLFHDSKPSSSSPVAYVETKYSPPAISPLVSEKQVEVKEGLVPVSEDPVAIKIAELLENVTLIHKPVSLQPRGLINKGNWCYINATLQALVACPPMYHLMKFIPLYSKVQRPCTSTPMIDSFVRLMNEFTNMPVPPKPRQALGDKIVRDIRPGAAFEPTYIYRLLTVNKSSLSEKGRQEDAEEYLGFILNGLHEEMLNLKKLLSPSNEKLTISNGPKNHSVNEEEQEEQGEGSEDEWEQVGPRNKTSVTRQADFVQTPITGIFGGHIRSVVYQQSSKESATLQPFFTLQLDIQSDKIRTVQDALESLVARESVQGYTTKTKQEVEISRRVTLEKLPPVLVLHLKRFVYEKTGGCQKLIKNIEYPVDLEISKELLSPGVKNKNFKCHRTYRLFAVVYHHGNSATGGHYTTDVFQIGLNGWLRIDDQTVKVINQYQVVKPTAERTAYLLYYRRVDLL
USP8 block: blocks human USP8 ubiquitin-rhodamine cleavage; P40818; purified USP8, Ub-rhodamine cleavage fluorescence, 30 min; inhibition, % at 20 µM; actives 4.2% (n = 47,000)
USP30 block: inhibitors of human USP30 deubiquitinase; Q70CQ3; purified USP30, Ub-rhodamine cleavage fluorescence; inhibition, % at 25 µM; actives 5.3% (n = 47,000); AID 1645860
UCHL1 block: inhibitors of human UCHL1 deubiquitinase. inhibition, % at 20 µM. purified UCHL1, Ub-rhodamine cleavage fluorescence. actives 0.2% (n = 47,000)
Target sequence (P09936 whole entry, looked up): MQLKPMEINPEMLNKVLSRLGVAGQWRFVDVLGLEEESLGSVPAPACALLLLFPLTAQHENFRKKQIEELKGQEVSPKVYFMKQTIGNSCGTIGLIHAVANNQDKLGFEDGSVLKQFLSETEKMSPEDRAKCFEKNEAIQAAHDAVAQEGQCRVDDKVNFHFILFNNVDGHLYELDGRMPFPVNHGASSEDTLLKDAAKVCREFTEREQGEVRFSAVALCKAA
OTUD3 block: blocks human OTUD3 ubiquitin-rhodamine cleavage | inhibition, % at 25 µM | actives 0.7% (n = 47,000) | Q5T2D3 | purified OTUD3, Ub-rhodamine fluorescence, 2 h
USP17 inh: blocks human USP17 ubiquitin-rhodamine cleavage. AID 1645855. A8MUK1. actives 6.5% (n = 47,000). inhibition, % at 50 µM. purified USP17, Ub-rhodamine cleavage fluorescence, 3 h
USP7 inh: inhibitors of human USP7 deubiquitinase. Q93009. purified USP7, Ub-rhodamine cleavage fluorescence. inhibition, % at 20 µM. actives 0.3% (n = 47,000). AID 1645854
USP28 block: blocks human USP28 ubiquitin-rhodamine cleavage; purified USP28, Ub-rhodamine cleavage fluorescence, 30 min; Q96RU2; actives 3% (n = 47,000); inhibition, % at 25 µM; AID 1645857
The depositor's hits bear a star; . = no result given. Rule as the data show it: active = inhibition above about 30%; inactive = the rest.

The first 14 entries, to show the layout:
SMILES	USP10 block	USP8 block	USP30 block	UCHL1 block	OTUD3 block	USP17 inh	USP7 inh	USP28 block
CC1=C(C(=O)Nc2ccccc2C)C(c2ccc(C)o2)n2ncnc2N1 (stereo not drawn)	-6	6	16	1	2	7	-1	10
CCc1cnc(N2C[C@H]3C[C@H](C(=O)NC4CCC4)[C@@H](C2)O3)nc1	-1	-40	3	3	10	-1	4	2
CC1CCc2c(sc3[nH]c(=O)n4nc(-c5ccncc5)nc4c23)C1 (stereo not drawn)	-2	-4	-4	-2	-1	3	1	-7
CC(=O)N1CCCCCC1C1CCN(c2nn3cc(C)nc3s2)CC1 (stereo not drawn)	-1	1	-2	1	4	-5	-19	1
CNc1nc(C2CCCN2C(C)=O)nc2c1CCN(S(=O)(=O)c1ccc(C)c(C)c1)C2 (stereo not drawn)	-2	22	4	2	14	12	3	4
Cn1c(=O)[nH]c(=O)c2c1nc(N1CCc3ccccc3C1)n2CCSc1nnnn1-c1ccccc1	19	86*	3	-4	19	20	-2	6
COc1cccc(CC(=O)N2CCN(C(=O)C(C)C)CC3(CNC(=O)C3)C2)c1 (stereo not drawn)	1	-12	3	2	3	1	5	0
CCC(C)NC(=O)c1cn(C)cc2c(=O)n(-c3ccccc3)nc1-2 (stereo not drawn)	-1	-10	9	2	14	18	-2	16
CCOC(=O)c1c(C)oc2ncnc(Nc3ccc(OC)cc3)c12	0	9	0	-2	-2	6	0	-4
c1ccc(-c2nn3c(-c4ccco4)nnc3c3ccccc23)cc1	1	8	-2	0	0	1	3	0
COc1ccc(OC)c(Nc2cc(C(=O)NCc3cccnc3)c3ccccc3n2)c1	0	12	12	8	7	24	-3	11
COc1ccccc1NC(=O)NCc1nnnn1-c1ccccc1	3	3	32*	3	14	10	4	15
O=S(=O)(NC1CC1)c1ccc(S(=O)(=O)N2CCCC3(CCCCC3)C2)cc1	10	16	41*	1	14	.	11	4
Cc1ccc2cc(-c3noc(-c4cccnc4)n3)c(=O)[nH]c2c1	-4	3	-71	3	-3	5	7	-20

The listing, repeating the preview:
SMILES	USP10 block	USP8 block	USP30 block	UCHL1 block	OTUD3 block	USP17 inh	USP7 inh	USP28 block
CC1=C(C(=O)Nc2ccccc2C)C(c2ccc(C)o2)n2ncnc2N1 (stereo not drawn)	-6	6	16	1	2	7	-1	10
CCc1cnc(N2C[C@H]3C[C@H](C(=O)NC4CCC4)[C@@H](C2)O3)nc1	-1	-40	3	3	10	-1	4	2
CC1CCc2c(sc3[nH]c(=O)n4nc(-c5ccncc5)nc4c23)C1 (stereo not drawn)	-2	-4	-4	-2	-1	3	1	-7
CC(=O)N1CCCCCC1C1CCN(c2nn3cc(C)nc3s2)CC1 (stereo not drawn)	-1	1	-2	1	4	-5	-19	1
CNc1nc(C2CCCN2C(C)=O)nc2c1CCN(S(=O)(=O)c1ccc(C)c(C)c1)C2 (stereo not drawn)	-2	22	4	2	14	12	3	4
Cn1c(=O)[nH]c(=O)c2c1nc(N1CCc3ccccc3C1)n2CCSc1nnnn1-c1ccccc1	19	86*	3	-4	19	20	-2	6
COc1cccc(CC(=O)N2CCN(C(=O)C(C)C)CC3(CNC(=O)C3)C2)c1 (stereo not drawn)	1	-12	3	2	3	1	5	0
CCC(C)NC(=O)c1cn(C)cc2c(=O)n(-c3ccccc3)nc1-2 (stereo not drawn)	-1	-10	9	2	14	18	-2	16
CCOC(=O)c1c(C)oc2ncnc(Nc3ccc(OC)cc3)c12	0	9	0	-2	-2	6	0	-4
c1ccc(-c2nn3c(-c4ccco4)nnc3c3ccccc23)cc1	1	8	-2	0	0	1	3	0
COc1ccc(OC)c(Nc2cc(C(=O)NCc3cccnc3)c3ccccc3n2)c1	0	12	12	8	7	24	-3	11
COc1ccccc1NC(=O)NCc1nnnn1-c1ccccc1	3	3	32*	3	14	10	4	15
O=S(=O)(NC1CC1)c1ccc(S(=O)(=O)N2CCCC3(CCCCC3)C2)cc1	10	16	41*	1	14	.	11	4
Cc1ccc2cc(-c3noc(-c4cccnc4)n3)c(=O)[nH]c2c1	-4	3	-71	3	-3	5	7	-20
Cc1nn2c(CNS(=O)(=O)c3cccc(F)c3)c(C)nc2s1	0	-10	-19	-2	1	-11	-2	-15
Cc1cccc(N2CCN(S(=O)(=O)CCCNC(=O)c3ccc(F)cc3)CC2)c1	10	-27	-7	-1	-7	12	4	-9
CC1=C(c2ccc(F)cc2)S(=O)(=O)N=C1N1CCC(NC(=O)C2CCOC2)CC1 (stereo not drawn)	-2	3	17	0	18	5	3	7
Cc1cc(C(=O)NCCN2CCCCC2)no1	-3	-4	3	1	4	12	0	7
CC(=O)N1CCC2(CCN(C(=O)c3ccc(C(F)(F)F)cc3)CC2)C1	0	2	16	2	10	7	3	3
Cc1ccccc1S(=O)(=O)N1CCC2(CC1)NCCN=C2NC1CCCCC1	0	-10	-1	-3	-4	-15	0	-20
COc1ccc(CNC(=O)Cn2c(N3CCCCC3)nc(C)cc2=O)cc1	0	-1	11	-3	3	-8	-6	0
O=C(NC1CCCc2ccccc21)C1CCN(C(=O)c2ccc(F)cc2)CC1 (stereo not drawn)	-4	-10	-15	-3	-15	0	-3	-17
O=C(CN1CCOCC1)Nc1ccc(NC(=O)c2cccc(F)c2)cc1	0	27	18	1	13	16	0	16
CCN(CC)c1ccc(C(=O)CN2CCC(S(=O)(=O)c3ccc(-c4cccs4)cc3)CC2)cc1	0	10	-30	6	0	-5	10	-8
COc1ccc(N2CCN(C(=O)CN3C(=O)NC(Cc4ccccc4)(c4ccccc4)C3=O)CC2)cc1 (stereo not drawn)	2	5	18	7	8	18	4	15
Cc1nccc(C2CCCN(C(=O)c3ccc(-n4cccn4)nc3)C2)n1 (stereo not drawn)	2	-10	-2	-2	4	-5	-1	-1
CCCNC(=O)c1cccc(CN2C(=O)C3CCCN3C(=O)c3ccccc32)c1 (stereo not drawn)	-2	21	1	0	11	16	6	18
CC(Oc1ccc(F)cc1)C(=O)Nc1ccccc1Br (stereo not drawn)	3	6	7	0	8	10	-8	3
Cc1cc(C)n(CCC(=O)N2CCc3[nH]nc(-c4ccccc4)c3C2)n1	2	0	1	0	-11	-1	0	-16
O=C(c1ccc(F)cc1)[C@@H]1[C@H](C(=O)OC(c2ccccc2)c2ccccc2)N2c3ccccc3C=CC2[C@@]12C(=O)Nc1ccccc12 (stereo partly drawn)	-9	-13	-489	-29	-123	-33	-34	-121
c1ccc(-c2nncn2C2CCNCC2)cc1	0	-2	0	-3	3	-3	1	3
COc1ccccc1NCc1c(C)nn(-c2ccccc2)c1C	-1	26	-21	0	-4	6	-12	-6
Cc1nc2c(nnn2C[C@H]2CCCN2C(=O)Cc2ccccc2F)c(=O)[nH]1	2	21	26	2	14	2	7	8
O=C(CSc1ncnc2c1oc1ccccc12)NCC1CCCO1 (stereo not drawn)	1	2	.	-1	-1	2	.	.
COc1cc([C@@H]2c3c(C)nn(C)c3NC(=O)[C@H]2NC(=O)c2ccccc2)cc2c1OCCO2	-6	-32	-23	-4	-14	-15	-2	-10
c1ccc2c(-c3csc(-c4ccc5c(c4)OCCO5)n3)csc2c1	-1	6	3	4	-1	-3	10	-3
O=C(CC1CC1)N1CCCN(Cc2noc(-c3ccccc3)n2)CC1	-8	-3	-12	0	-1	-6	-2	0
CC(C)(C)C(=O)N1CCN(Cc2noc(-c3ccccc3)n2)CC1	0	18	17	2	14	12	4	7
COc1ccc(C)cc1NC(=O)CSc1nc(C)nc2c1oc1ccccc12	-6	-14	28	-14	13	52*	-10	9
O=C(CN1CCCC1c1ccc2c(c1)OCCCO2)N1CCNC1=O (stereo not drawn)	-4	6	-9	1	2	-6	-2	-4
CC(=O)O[C@H]1C[C@H](OC(C)=O)[C@]2(C)C1[C@H](C)C[C@@H]1OC(=O)C(CN3CCOCC3)[C@H]1[C@@H]2O (stereo partly drawn)	0	19	23	2	14	11	4	11
Cc1sc2nc(C(C)C)n(C3CCN(C(=O)C4CCCO4)CC3)c(=O)c2c1C (stereo not drawn)	-1	-30	0	-1	0	-5	-19	-4
O=C(NC1CCCC1)N1C[C@H](OCc2cccnc2)[C@H]2COC[C@H]21	-2	-331	11	1	12	-24	-3	2
CC1CS(=O)(=O)N(c2ccc(S(=O)(=O)N(C)Cc3ccccc3)cc2)C1=O (stereo not drawn)	7	2	-16	-2	-4	0	-3	-5
CN1CCN(C2(CNC(=O)Cc3ccc(Cl)cc3)CCCCC2)CC1	-4	-17	1	0	8	1	-7	-3
CCC(Cc1ccccc1)NC(=O)c1cc2sc(Cl)cc2n1C (stereo not drawn)	1	-47	-23	1	-5	-13	-4	-24
CCOc1ccc(N2CC(CNS(=O)(=O)c3cccc(F)c3)CC2=O)cc1 (stereo not drawn)	0	0	0	-1	-6	-8	-7	-2
O=C1N[C@H]2OCCC[C@H]2[C@H](c2ccc(CNC(=O)c3n[nH]c4c3CCC4)cc2)N1	0	-9	-11	-3	-9	0	2	-4
COc1cccc(N2CCN(C(=O)CCC3=NS(=O)(=O)c4ccc(C)cc4N3)CC2)c1	0	-196	-27	3	-6	-26	10	-7
O=C(Nc1ccccc1)C1Nc2ccccc2S(=O)(=O)N1 (stereo not drawn)	-1	-4	1	1	-5	-3	3	-8
O=C1CC(c2ccccc2)N(c2ccnc(C3CC3)n2)CCN1 (stereo not drawn)	-3	3	.	-5	-6	-17	-4	.
Cn1nccc1-c1cncc(C2CCCN(S(C)(=O)=O)C2)n1 (stereo not drawn)	3	-3	3	0	0	1	1	0
CNC(=O)c1cn(C)nc1S(=O)(=O)N1CCN(c2ccccc2F)CC1	3	-2	-6	-2	-1	0	-2	0
CCCn1c(=O)[nH]c2c(C(=O)N3CCc4ccccc4C3)snc2c1=O	0	-1	3	-1	-201	-4	1	-15
NC(=O)c1cccc(NC2CCCCNC2=O)c1 (stereo not drawn)	-3	-6	-9	-4	-2	0	0	2
CCOC(=O)C1=C(CN2CCC(N3CCCCC3)CC2)NC(=O)NC1c1ccccc1 (stereo not drawn)	0	6	-5	2	3	-3	-6	2
Cc1cccc(-c2nnc(SCC(=O)N3CCN(c4ccccc4)CC3)o2)c1	2	5	14	-3	0	-32	2	4
CC(C)N1CCn2c(nc3cc(NC(=O)c4cccnc4)ccc32)C1	-12	32*	-67	-8	-5	34*	-6	19
N#CN=C(N)N=Cc1ccc2c(c1)OCO2	1	5	5	-3	0	4	0	-1
Cc1ccccc1CNC(=O)C1CCCN(S(=O)(=O)N2CCCCCC2)C1 (stereo not drawn)	-3	-14	39*	-5	0	-5	-9	0

The listing continues:
SMILES	USP10 block	USP8 block	USP30 block	UCHL1 block	OTUD3 block	USP17 inh	USP7 inh	USP28 block
Cc1nc(N2CCCC2)ncc1-c1cc(=O)[nH]c(N2CCc3ccccc3C2)n1	-1	6	-28	3	0	78*	0	0
Cc1ccc(NS(=O)(=O)c2cc3c4c(c2)CCN4C(=O)CC3)cc1C	-2	-3	-15	-4	-12	-14	-2	-4
COc1ccc(S(=O)(=O)N2CCCCC2)cc1NC(=O)COc1ccc2c(c1)CCC2	3	-4	15	5	18	6	8	24
O=C(NCc1cccc(F)c1)c1cc(N2CCCC2)n2nccc2n1	-2	-80	-95	-133	-18	-29	-116	-16
O=S(=O)(c1ccc2c(c1)CCC2)N1CCN(c2nnnn2-c2ccccc2)CC1	0	-8	-5	-3	-6	0	1	-15
COc1ccc(-c2noc(Nc3cc(OC)ccc3OC)n2)cc1	7	23	-16	7	-5	1	-3	-10
CCOc1ccc(NC(=O)c2cc3cccnc3n(C)c2=O)cc1	0	-1	-2	0	10	-1	3	2
Cc1ccc(C2CC(c3ccccc3O)=Nc3ccccc3S2)cc1 (stereo not drawn)	8	-275	0	8	12	-25	9	5
Cc1cc(C)c(S(=O)(=O)N2CCN=C2N2CCCCC2)cc1C	-3	13	-4	3	1	-4	-25	8
O=C1CCCC2=C1C(c1ccc(Cl)cc1)n1c(nc3ccccc31)N2 (stereo not drawn)	-1	13	37*	2	13	21	6	18
Cc1[nH]nc(-n2cnnc2)c1NS(=O)(=O)c1ccc(F)cc1	3	1	15	1	-1	6	3	1
O=C(C1CCC1)N1CCC(c2nc3c(nnn3Cc3c(F)cccc3Cl)c(=O)[nH]2)CC1	3	0	6	-4	-10	-5	-26	-8
Cc1ccccc1CC(=O)N1CCC(c2nc(C(=O)N3CCCC3)c(C)o2)CC1	0	7	5	0	6	1	2	9
CC(=O)Nc1cc(C(=O)N(Cc2ccco2)C2CCCC2)ccc1F	1	4	1	-3	7	-6	-2	0
Clc1ccc(CN=C(Nc2ccccc2)NC2CC2)c(Cl)c1	-1	11	31*	1	9	5	-10	25
CN(C)C(=O)[C@H]1CCS(=O)(=O)[C@@H]2CN(Cc3ccc(F)cc3)C[C@H]12	-3	-87	-4	-2	-6	-17	0	-11
Cc1nccc(C2CCCN(C(=O)CCc3nc4ccccc4[nH]3)C2)n1 (stereo not drawn)	-1	-1	-11	-3	-1	1	2	-16
Oc1ccccc1-c1nc2ccc(Cl)cn2c1NCCc1ccccc1	7	78*	5	0	11	15	-18	8
Cc1ccccc1NC(=O)C1CCCN(S(=O)(=O)Cc2ccccc2)C1 (stereo not drawn)	1	11	23	-1	12	32*	2	11

From PubChem BioAssay
